Yeast growth tox = Inhibits yeast growth, turbidity readout. S. cerevisiae wild-type growth, A595 turbidity, 16 h. growth inhibition, % at 25 µM (by protocol). 30,000 tested, 0.3% active. AID 685;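 active means mutant and wild-type yeast strains alike exhibit over 30% growth inhibition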;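 further: 0% = untreated cell controls and 100% = YPD media blanks without cells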
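System: S. cerevisiae wild-type or eIF2Bepsilon-R284H mutant strain; times: 16 h growth with compound, 30 °C; signal: absorbance at 595 nm (turbidity); measure: growth inhibition (%) versus cell controls and blanks; compound: 25 µM single dose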
Yeast eIF2B = modulators of yeast eIF2B activity. inhibition, % at 25 µM (by protocol). S. cerevisiae eIF2B-epsilon R284H, GCN4-lacZ luminescence. 27,000 tested, 0.91% active;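 active means mutant luminescence inhibited past about 50% while wild type luminescence and mutant growth stay under set limits, limit read from the data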; further: some compounds called inactive have numbers as strong as hits
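Times: 16 h growth with compound at 30 °C, 90 min Beta-Glo step; Assay system: yeast eIF2B-epsilon R284H mutant carrying GCN4–beta-galactosidase fusion; Measure: % inhibition of reporter signal and growth versus controls; Dosing: one concentration, 25 µM, 0.25% DMSO; Buffer or medium: YPD yeast growth medium; Measured by: Beta-Glo luminescence plus absorbance at 595 nm.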
Yeast growth tox inhibition % = also measured in Yeast growth tox; calls as there; growth inhibition, %; S. cerevisiae eIF2Bepsilon-R284H mutant growth, A595 turbidity, 16 h;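 each compound tested once at 25 µM; 0% equals untreated cells and 100% equals cell-free medium blanks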
Yeast eIF2B mutant toxicity = also measured in Yeast eIF2B; calls as there; growth inhibition, %; measured here: mutant yeast growth, toxicity;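 each compound tested once at 25 µM; zero equals untreated control growth and 100 equals blank medium absorbance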
The depositor's hits bear a star; . = not tested or not shown. A portion of the library; count on the stated rates, not on these rows.

Abbreviations – A = Yeast growth tox; B = Yeast growth tox inhibition %; C = Yeast eIF2B; D = Yeast eIF2B mutant toxicity
Cc1cccc(NCN2C(=O)c3ccncc3C2=O)n1
  A = -8; B = 12; C = -6; D = 12
Cc1cc2c(c(=O)o1)C(C1C=CCCC1)C(C#N)=C(N)O2 (configuration not stated)
  A = 10; B = 3; C = .; D = .
O=C(O)c1cccc(NS(=O)(=O)c2cccc3nsnc23)c1
  A = 17; B = 15; C = .; D = .
c1ccc(-n2ncc3c(NCc4cccnc4)ncnc32)cc1
  A = 21; B = 18; C = 22; D = 18
COc1cnc(N(C)C)nc1Sc1cccc(Cl)c1
  A = 13; B = 9; C = 25; D = 9
COc1ccc(Oc2coc3c(CN4CCOCC4)c(O)ccc3c2=O)cc1
  A = 16; B = 12; C = 20; D = 12
Cc1cccc(Nc2nc(NCc3ccco3)nc(N3CCOCC3)n2)c1
  A = 10; B = 18; C = 25; D = 18
Cc1ccccc1C(C(=O)NCc1ccco1)N(CC1CCCO1)C(=O)Cn1nnc2ccccc21 (configuration not stated)
  A = 14; B = 8; C = 19; D = 8
O=C(O)c1ccc(N(c2ccccc2)c2ccccc2)cc1
  A = -15; B = -14; C = 17; D = -14
COc1cc2c(cc1OC)C(C)N(C(C)=O)CC2 (configuration not stated)
  A = .; B = .; C = 1; D = .
CCNC(=O)Cn1c(=O)c2c(ncn2Cc2ccccc2)n(Cc2ccccc2)c1=O
  A = 13; B = -19; C = 16; D = -19
Cc1cccc(NC(=O)N(Cc2cc3cc(C)cc(C)c3[nH]c2=O)CC2COCCO2)c1 (configuration not stated)
  A = 12; B = 0; C = .; D = .
c1ccc(CN2CCN(c3ncccn3)CC2)nc1
  A = -18; B = 0; C = 24; D = .
Cc1ccc(OCCCn2c(=O)sc3ccccc32)cc1
  A = 8; B = 5; C = 5; D = 5
O=C(O)COc1ccc(NC(=O)c2ccco2)cc1
  A = 17; B = 18; C = 19; D = 18
COc1ccc(-c2noc(CSc3ccc(C)cc3)n2)cc1
  A = 19; B = 22; C = .; D = .
CC(/C=N/NC(=O)c1cccnc1)=C\c1ccco1
  A = 14; B = 14; C = 20; D = 14
O=C(CSc1nnc(-c2ccccn2)n1-c1ccccc1)Nc1ccc2c(c1)OCO2
  A = -47; B = -57; C = 56*; D = -57*
O=C(CSC1=NCCS1)Nc1cccc2ccccc12
  A = -5; B = 5; C = .; D = .
CCN1C(c2ccccc2)=C(c2ccccc2)S/C1=C/C=C1\SC(=S)N(C)C1=O
  A = -5; B = -26; C = 35; D = -26
O=C(CCN1C(=O)C2C3C=CC(C3)C2C1=O)N1CCN(c2ccccc2F)CC1 (configuration not stated)
  A = 4; B = -9; C = 15; D = -9
CCN(CC)S(=O)(=O)c1ccc(Cl)c(OC)c1
  A = 27; B = 13; C = .; D = .
COc1ccc(CCNC(=O)C2CCN(S(=O)(=O)c3ccc(-n4cnnn4)cc3)CC2)cc1OC
  A = 9; B = 15; C = 18; D = 15
COc1cc(C2C(=O)N(C3CCCC3)CC(=O)N2Cc2ccco2)ccc1OC(C)C (configuration not stated)
  A = -5; B = 23; C = -29; D = 23
CCOC(=O)NC(Nc1nnc(SCC)s1)(C(F)(F)F)C(F)(F)F
  A = 0; B = 14; C = 6; D = 14
CCCNC(=O)NC(=O)COc1c(F)c(F)cc(F)c1F
  A = 14; B = -14; C = 27; D = -14
Cc1nc2c(ccc3nc(NC(=O)c4ccc(S(=O)(=O)N(C)C)cc4)sc32)s1
  A = -26; B = -17; C = -2; D = -17
O=C(CCC(=O)OCC(F)(F)C(F)F)NCc1ccccc1
  A = 2; B = 8; C = -2; D = 8
CN(CC(=O)Nc1cccnc1)S(=O)(=O)c1ccccc1
  A = 19; B = 26; C = 21; D = 26
COc1ccccc1C(=O)Nc1ccc(S(=O)(=O)N2CCc3ccccc32)cc1
  A = -1; B = 16; C = -3; D = 16
O=C(NCCCN1CCOCC1)c1c(F)cccc1F
  A = -6; B = 2; C = -23; D = 2
CCOC(=O)C1C(=O)CC(C)(O)C(C(=O)OCC)C1c1ccc(C)s1 (configuration not stated)
  A = 10; B = 10; C = -5; D = 10
Cc1ccc(NC(=O)COC(=O)Cn2c(C)csc2=O)cc1C
  A = 7; B = 11; C = 15; D = 11
N#CC1=C(N)SC(N)=C(C#N)C1c1cccc(O)c1
  A = 10; B = -5; C = 12; D = -5
CCc1ccccc1NC(=O)N1CCC(NC(=O)C(Cc2ccc(OC)c(OC)c2)NC(C)=O)CC1 (configuration not stated)
  A = 2; B = -5; C = -5; D = -5
Cc1ccc(-c2noc(CNc3ccccc3)n2)cc1
  A = 17; B = 15; C = 23; D = 15
CCN(CC)C(=O)CSc1nnc(-c2ccc(O)cc2)n1CC1CCCO1 (configuration not stated)
  A = 15; B = 5; C = 9; D = 5
CCc1ccc(NC(=O)CCn2cccc2)cc1
  A = 7; B = 11; C = .; D = .
COc1ccc(OCC(=O)Sc2ccc(C)cc2)cc1
  A = -4; B = 10; C = -7; D = 10
S=C1NNC2(NN1)C1CC3CC(C1)CC2C3
  A = 11; B = -9; C = 11; D = -9
Cc1ccc(S(=O)(=O)NCC(=O)N(CC(=O)NC2CCCC2)c2ccc3c(c2)OCCO3)cc1
  A = -15; B = 4; C = 25; D = 4
N#Cc1c(C(F)(F)F)cc(-c2ccco2)nc1SCc1ccccn1
  A = .; B = .; C = 3; D = .
COc1ccc(C)cc1NC(=O)c1ccc2c(c1)OCO2
  A = 18; B = 28; C = 20; D = 28
CCc1ccc(NC(=O)Cn2c(SC)nc3ccccc32)cc1
  A = -17; B = 12; C = 23; D = 12
COC(=O)c1cc(OC)c(OC)cc1NC(=O)c1ccoc1C
  A = 11; B = 6; C = 23; D = 6
Cc1nc2ncnn2c(C)c1CCC(=O)N1CCN(C(=O)c2ccco2)CC1
  A = 37; B = 16; C = 8; D = 16
Cc1cccc(N=C2NN=C(c3ccc4c(c3)OCCO4)CS2)c1
  A = 2; B = 15; C = .; D = .
CCCCn1c(SCC(=O)NCc2ccco2)nc2cc(S(N)(=O)=O)ccc21
  A = 11; B = 0; C = 5; D = .
COc1ccc(NCc2nnc(SCC(=O)NCc3ccco3)n2-c2ccccc2OC)cc1
  A = 2; B = -7; C = 20; D = -7
O=C1c2cc(S(=O)(=O)NCCCO)ccc2-c2ccc(S(=O)(=O)NCCCO)cc21
  A = 14; B = 16; C = 12; D = 16

More entries.
Every second line gives: Yeast growth tox	Yeast growth tox inhibition %	Yeast eIF2B	Yeast eIF2B mutant toxicity
- C=C(C)CSc1nc(N)c2c(C)c(C)sc2n1
    -7	11	1	11
- CCCCCNC(=O)CCCCn1c(=O)[nH]c2cc(OCC)c(OCC)cc2c1=O
    16	0	20	.
- COc1ccc(Cl)cc1Nc1nc(C)cc(C)c1C(N)=O
    3	-13	20	-13
- O=C(Nc1ccc(-c2nc3ccccc3o2)cc1)c1cccnc1
    8	5	-10	5
- COc1ccc(-c2nn(-c3ccccc3)cc2C(=O)O)cc1OC
    14	10	17	10
- CC(C)c1ccccc1OCCCCCNCCO
    4	0	13	.
- O=C(C1CCN(c2ccc(N3CCOCC3)nn2)CC1)N1CCN(c2ccc(F)cc2)CC1
    -11	-14	-10	-14
- Cc1cc(N2C(=O)CCC2=O)n(-c2ccccc2)n1
    -2	-13	-10	-13
- O=[N+]([O-])c1ccc(Sc2n[nH]c(-c3ccccc3)n2)nc1
    -13	0	-12	.
- CCOC(=O)C1CCN(C(=O)c2cc3cc4cc(OC)ccc4nc3o2)CC1
    -16	0	13	.
- CN(C)CCCOC(=O)c1ccc(Cl)cc1
    13	19	19	19
- COC(=O)c1sccc1NC(=S)N1CCCCC1C (configuration not stated)
    4	5	12	5
- O=C(Nc1cccc(C(=O)N2CCOCC2)c1)c1ccccc1
    -30	5	22	5
- O=C(Cc1cccs1)Nc1ccc(-c2nnn(CC(=O)N3CCOCC3)n2)cc1
    3	7	8	7
- Cc1ncc(CC(=O)n2cc(C(=O)c3cc(Cl)ccc3O)cn2)s1
    -65	-52	52	-52
- Cc1cc(Cl)c(S(=O)(=O)NCc2cccnc2)cc1OCC(=O)NC1CCCCC1
    38	21	22	21
- Cc1ccc(CN(C(=O)c2c(F)cccc2F)C2CC(C)(C)NC(C)(C)C2)o1
    13	10	15	10
- COc1ccc(S(=O)(=O)NCc2ccccc2Cl)cc1OC
    11	0	28	.
- CNC(=S)N1N=C(c2ccccc2)CC1c1ccc(Br)cc1 (configuration not stated)
    9	-12	18	-12
- CCNS(=O)(=O)c1ccc2c(c1)n(C)c(=O)n2C
    16	22	28	22
- COc1ccc(-c2nnc(SCc3ncc(-c4ccccc4)o3)o2)cc1
    -33	-20	-25	-20
- CN1CCN(c2ccccc2NC(=O)c2ccc(-c3ccccc3)cc2)CC1
    19	10	-8	10
- CCCC(=O)c1cc2ccccc2oc1=O
    -16	-12	10	-12
- CN1CCN(C(=O)c2cc(-c3ccco3)on2)CC1
    11	-3	15	-3
- N#Cc1c(NCCCO)nc(NCc2ccccc2)c2c1CCN(Cc1ccccc1)C2
    6	20	17	20
- CO/N=C(/CS(=O)(=O)c1ccc(Br)cc1)c1ccc(OC)cc1
    9	6	21	6
- Cc1c(NC(=O)c2cc(-c3cccs3)on2)c(=O)n(-c2ccccc2)n1C
    5	15	18	15
- CC(C)(C)c1cc(CCC(=O)N2CCNCC2)c(C(C)(C)C)cc1O
    -10	-17	23	-17
- Cc1onc(-c2ccccc2)c1C(=O)Oc1cccnc1
    14	-11	28	-11
- COc1ccc(OC)c(C2/C(=C(/O)c3ccccc3)C(=O)C(=O)N2Cc2ccco2)c1 (configuration not stated)
    13	-7	8	-7
- COc1ccccc1NC(=O)CSc1nnc(-c2ccco2)n1Cc1ccco1
    -2	-9	12	-9
- COC(=O)NCc1ccc2c(c1)OCO2
    -5	22	-10	22
- COc1ccccc1N(O)C1CC(=O)N(c2ccc(Br)cc2)C1=O (configuration not stated)
    30	10	13	10
- CCCCc1ccc(NS(=O)(=O)N(C)C)cc1
    11	38	-17	38
- O=C(CSc1ccc(-c2ccc(F)cc2)nn1)NCc1ccco1
    .	.	40	.
- COC(=O)Cc1c(C)c2ccc(OCc3nn[nH]n3)cc2oc1=O
    12	20	.	.
- O=C(Nc1cc(C(F)(F)F)ccc1N1CCOCC1)c1ccccc1F
    -10	0	10	.
- COc1ccc(S(=O)(=O)Nc2cc(C)cc(C)n2)c2ccccc12
    4	7	.	.
- COc1ccc(CC(=O)N2CCCC(C)C2)cc1 (configuration not stated)
    2	-14	-5	-14
- COC(=O)/C(=C(/F)Sc1cc(C)c(O)c(C)c1)C(F)(F)F
    31	19	.	.
- O=C(Nc1ccc(Br)cc1F)C1CCCO1 (configuration not stated)
    -4	-7	22	-7
- Cc1sc(-c2ccncc2)nc1OC(=O)c1cc(Cl)cc(Cl)c1
    5	3	20	3
- Nc1nc(-c2ccc(F)cc2)cc(C(F)(F)F)n1
    2	14	26	14
- CCc1ccc(NC(=O)CN2C(=O)CSC2=O)cc1
    5	-9	18	-9
- CCOc1ccc(C2CC(c3ccccc3)Nc3nc(N)nn32)cc1 (configuration not stated)
    4	16	23	16
- COc1ccc(N2CC(C(=O)OCC(=O)c3ccccc3)CC2=O)cc1 (configuration not stated)
    17	-5	22	-5
- CCCn1nnc(NC(=O)c2ccc(Br)cc2)n1
    4	4	-9	4
- CCn1ccc2cc(OC)ccc2c1=S
    -3	0	-10	.
